uPA generation – blocks generation of uPA at the cell surface. cell surface uPA generation assay, qHTS. Potency, µM (series often up to 38.3 µM), for the others: at the highest dose activity change, negative = inhibition, usual class: inhibitors. 330,000 tested, 0.31% active. AID 540303; active = well fitted inhibition curve with a large enough effect; inconclusive = small, poorly fitted or top-dose-only effect; inactive = no such curve, though single readings can be large or run the other way; tested in mouse RAW 264.7 cells; note: % is set by controls: 0 for no effect and ±100 for the full control effect; nearly all actives have a fitted effect of over 55% in size
ELG1 genotoxic – inducers of genotoxicity in HEK293T ELG1-luciferase cells. 330,000 tested, 1.3% active. HEK293T ELG1-luciferase reporter, luminescence, 16 h. Potency, µM (top dose mostly 46 µM), without a hit: at the highest dose activity change, positive = activation, actives largely listed as activators; note: % of control where 0% means no effect; nearly all actives have a fitted effect of over 60% in size
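DMSO vehicle served as control against compound-treated ELG1-luciferase HEK293T cells; exposure lasted 16 hr at 37 °C and 5% CO2, followed by ONE-Glo luminescence detection after 30 min.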
Gal4-VP16 FLuc – inhibits Gal4-VP16 luciferase reporter, ROR gamma counter-screen; Drosophila S2 Gal4-VP16 UAS-luciferase, luminescence, 20 h; 310,000 tested, 3.5% active; Potency, µM (doses to about 53.6 µM), without a hit: at the highest dose activity, negative = inhibition, most hits filed as inhibitors; AID 2546;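 note: Gal4-VP16 expression switched on by copper sulfate through the metallothionein promoter; % is set by controls: 0 for no effect and ±100 for the full control effect; nearly all actives have a fitted effect of over 50% in size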
Rab9 promoter act – Rab9 promoter activation; Huh7 Rab9 promoter-luciferase reporter, luminescence, 24 h; Potency, µM (titrated, usually from 9.22 µM), for inactives: top-dose activation, negative = inhibition, hits mostly activators; 320,000 tested, 2.8% active; note: % of control where 0% means no effect; nearly all actives have a fitted effect of over 60% in size
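Luminescence from Amplite-detected luciferase (10 minutes, ambient) reports Rab9 promoter activation. Before that, stable Rab9-luciferase Huh7 cells (1500/well, reduced-serum OP-MEM I plus 10% FBS) were exposed to compound for 24 hours at 37C.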
BRCA1 expr up – activators of BRCA1 expression. MCF7-BRCA1-FFLuc reporter, luminescence, 48 h; response scale: scaled: vehicle 0%, 10 µM genistein 100%. Potency, µM (series often up to 46.1 µM), for the others: at the highest dose activation, actives largely listed as activators. 380,000 tested, 1.1% active; note: nearly all actives have a fitted effect of over 80% in size; some results filed as inactive show a strong effect at the top dose
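Activators of BRCA1 expression were detected as increased firefly luciferase luminescence in engineered MCF7 cells after 48 h compound incubation. Signals were scaled to genistein 10 microM as full activation.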
MBNL1 CUG block – MBNL1-poly(CUG) RNA binding inhibition; Q9NR56; TR-FRET MBNL1-His/biotin-(CUG)12 binding, 665/545 ratio; Potency, µM (doses to about 57.5 µM), for inactives: at the highest dose activity change, negative = inhibition, usual class: inhibitors; 280,000 tested, 0.036% active; active = well fitted inhibition curve with a large enough effect in the signal ratio, with a control signal flat, not every such curve was filed as active; inconclusive = small, poorly fitted or top-dose-only effect, or effect the other way, or a change in a side signal; inactive = no such curve, though single readings can be large or run the other way; the % refers to the signal ratio; note: % is set by controls: 0 for no effect and ±100 for the full control effect
Target sequence (Q9NR56 whole entry, looked up): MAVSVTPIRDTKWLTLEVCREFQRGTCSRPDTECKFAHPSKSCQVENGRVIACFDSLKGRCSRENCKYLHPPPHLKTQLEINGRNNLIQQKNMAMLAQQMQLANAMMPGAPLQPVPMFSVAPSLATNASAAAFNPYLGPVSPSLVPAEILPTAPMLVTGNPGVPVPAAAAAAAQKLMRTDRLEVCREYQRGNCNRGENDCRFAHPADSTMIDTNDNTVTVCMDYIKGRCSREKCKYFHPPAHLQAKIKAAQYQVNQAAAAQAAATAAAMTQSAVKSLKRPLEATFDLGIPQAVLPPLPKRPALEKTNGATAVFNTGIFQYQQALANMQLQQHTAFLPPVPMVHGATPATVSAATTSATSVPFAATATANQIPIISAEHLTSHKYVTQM
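TR-FRET between His-tagged MBNL1 and biotin-(CUG)12 RNA, detected with Tb anti-His antibody (0.055 ng/ul) and streptavidin-XL665 (5 nM), 60 min at room temperature. Compounds titrated 92 nM to 58 uM; 665/545 nm ratio normalized to buffer and complex controls.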
FLuc counter – firefly luciferase modulation, counter-screen for miR-21 project; 360,000 tested, 6.9% active; AID 588342; Potency, µM (top dose mostly 57.5 µM), inactives show top-dose activity change, negative = inhibition, usual class: inhibitors; purified FLuc, Km substrates, luminescence inhibition; P08659;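 note: plate controls were vehicle for no effect and reference inhibitor for full effect; nearly all actives have a fitted effect of over 55% in size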
Target sequence (P08659 whole entry, looked up): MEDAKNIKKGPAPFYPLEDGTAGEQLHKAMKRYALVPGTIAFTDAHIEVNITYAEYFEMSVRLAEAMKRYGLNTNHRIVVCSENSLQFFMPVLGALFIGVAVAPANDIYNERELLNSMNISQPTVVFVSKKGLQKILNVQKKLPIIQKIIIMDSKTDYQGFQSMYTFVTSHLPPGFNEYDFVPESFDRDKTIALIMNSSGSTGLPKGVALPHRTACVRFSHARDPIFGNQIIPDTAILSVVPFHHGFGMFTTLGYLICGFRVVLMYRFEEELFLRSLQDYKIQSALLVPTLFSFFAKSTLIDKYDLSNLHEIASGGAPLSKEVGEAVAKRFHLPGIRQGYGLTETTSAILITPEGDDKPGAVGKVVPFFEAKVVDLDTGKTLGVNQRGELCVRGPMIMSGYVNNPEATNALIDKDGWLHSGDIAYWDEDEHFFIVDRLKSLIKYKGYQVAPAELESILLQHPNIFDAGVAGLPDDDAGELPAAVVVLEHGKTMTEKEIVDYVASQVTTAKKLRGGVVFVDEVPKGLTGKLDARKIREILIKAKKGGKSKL
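Purified P. pyralis luciferase, 10 nM final, with Km-level 10 uM D-luciferin and 10 uM ATP in 50 mM Tris acetate pH 7.5, 10 mM Mg acetate, 0.01% Tween-20, 0.05% BSA; 6-point qHTS titration about 60 µM downward; luminescence read.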
p53 reactivation – mutant p53 re-activation in reporter cells. H1299 p53-A138V BP100-luciferase reporter, luminescence, 24 h. Potency, µM (highest dose often 92.2 µM), for inactives: at the highest dose activity change, positive = activation, actives largely listed as activators. 320,000 tested, 0.063% active. AID 504706; note: % of control where 0% means no effect; nearly all actives have a fitted effect of over 45% in size
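p53-null H1299 cells stably carrying temperature-sensitive p53-A138V and a BP100-luciferase reporter were pinned with compounds (4-point, 1:5 series) and held 24 hrs at 37 deg C. Luminescence was read 10 min after detection reagent.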
RORg inh – ROR gamma (mouse) transcription inhibition | Drosophila S2 Gal4-RORgamma UAS-luciferase reporter, 20 h | P51450 | Potency, µM (titrated, usually from 53.6 µM), without a hit: at the top dose activity change, negative = inhibition, actives largely listed as inhibitors | 310,000 tested, 5.4% active; note: % is set by controls: 0 for no effect and ±100 for the full control effect; nearly all actives have a fitted effect of over 60% in size
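Read-out: Photinus luciferase luminescence; inhibitors lower reporter signal. Insect Schneider cells with Gal4-ROR gamma fusion under metallothionein promoter, UAS reporter; 700 uM final copper sulfate induction, 20 hr, ambient temperature.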
CXXC DNA block – blocks binding of human MLL CXXC domain to DNA | Q03164 | MLL-CXXC / FITC-HOXA9 DNA fluorescence polarization | Potency, µM (titrated, usually from 115 µM), for inactives: top-dose activity change, negative = inhibition, hits mostly inhibitors | 290,000 tested, 0.037% active; active = well fitted inhibition curve with a large enough effect in the polarisation, with a control signal flat, not every such curve was filed as active; inconclusive = small, poorly fitted or top-dose-only effect, or effect the other way, or a change in a side signal; inactive = no such curve, though single readings can be large or run the other way; the % refers to the polarisation
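Fluorescence polarization: 7 uM MLL-CXXC (stock) preincubated 5 min with compounds, then 50 nM fluorescein-HOX-A9 DNA (stock) added; 30 min ambient. Buffer 50 mM Tris-HCl pH 7.5, 50 mM NaCl, 1 mM DTT, 0.05% BSA.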
NPC1 prom act – NPC1 promoter activation | Potency, µM (highest dose often 9.22 µM), for inactives: at the highest dose activation, actives largely listed as activators | 320,000 tested, 2.4% active | Huh7 NPC1 promoter luciferase reporter, 24 h | AID 485313;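 note: % of control where 0% means no effect; nearly all actives have a fitted effect of over 60% in size; reporter is driven by a mutant NPC1 promoter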
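In 1536-well qHTS, Huh7 cells harboring an NPC1 promoter–luciferase construct received compound for 24 h; activation was quantified by luminescence following luciferase reagent addition.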
* hit, by the source's call; ? = inconclusive; nt = not tested or not shown; [ ] = remark or other dose. Unless noted, calls come from the whole dose curve; as a rule, active = well fitted curve in the direction sought with a large enough effect; inconclusive = small, poorly fitted or top-dose-only effect, or another doubt; inactive = no such curve, though single readings can be large; an effect the other way counts as inactive or inconclusive. Potency is the fitted concentration of half-maximal effect. An excerpt; rates above refer to the full screens.

SMILES	uPA generation	ELG1 genotoxic	Gal4-VP16 FLuc	Rab9 promoter act	BRCA1 expr up	MBNL1 CUG block	FLuc counter	p53 reactivation	RORg inh	CXXC DNA block	NPC1 prom act
O=C(Cc1cccc2ccccc12)N1CCN(c2ncccn2)CC1	3%	-1%	0%	4%	0%	-14%	-10%	-2%	15%	4%	-2%
CC1(C)CC(=O)c2cc(OCC(=O)NCc3cccnc3)ccc2O1	nt	3%	9%	1%	13%	-1%	-10%	7%	40%	0%	-1%
COC(=O)c1ccc(OCC(=O)Nc2nn(-c3ccccc3)nc2C(N)=O)cc1	nt	1%	-7%	0%	4%	?	?	-1%	-14%	-6%	5%
Cc1ccc(C)c(N2CCN(C(=O)C3CCCN(c4ncnc5c4nc4n5CCCCC4)C3)CC2)c1 (stereo not given)	4%	-14%	1%	-1%	-40%	2%	4%	16%	34%	19%	-7%
Cc1cc(C(=O)N/N=C/c2ccccn2)c2ccccc2n1	3%	-5%	1%	1%	0%	-1%	-1%	-5%	-32%	23%	2%
CC(C)(C)N1CC(C(=O)Nc2ccc(S(N)(=O)=O)cc2)CC1=O (stereo not given)	11%	-2%	2%	-3%	0%	-16%	-3%	-2%	-15%	2%	-2%
CCOC(=O)c1[nH]c2ccc(Br)cc2c1NC(=O)CNC	4%	-4%	12%	6%	-25%	20%	-1%	-1%	1%	-12%	6%
CN1CCN(C(=O)/C=C\c2ccc(Cl)cc2)CC1	4%	5%	-2%	-2%	54%	-8%[11.5 µM]	-12%	-2%	11%	0%	1%
CC(C)(C)c1ccc(/C=N/NC(=O)C2CCCC2)cc1	-9%	?	24%	?	5.6µM*	1%	19µM*	?	44%	12%	?
CCOC(=O)C1=NN(c2ccc(OC)cc2)C(c2ccccc2)CC1=O (stereo not given)	5%	-1%	3%	0%	3%	?	0%	-8%	-12%	-7%	0%
CCCCC1=CC2=CC(=O)C(C)(OC(=O)CC)C(=O)C2=CN1Cc1ccccc1 (stereo not given)	-2%	0%	1%	-5%	18%	?	-1%	3%	?	12%	0%
CCCn1c(N)c(C(c2ccc(C(=O)OC)cc2)N2CCN(c3ccccc3)CC2)c(=O)[nH]c1=O (stereo not given)	-11%	0%	-7%	-2%	0%	-5%	3%	-4%	43%	-12%	6%

The list goes on; the last 5 above are carried over.
SMILES	uPA generation	ELG1 genotoxic	Gal4-VP16 FLuc	Rab9 promoter act	BRCA1 expr up	MBNL1 CUG block	FLuc counter	p53 reactivation	RORg inh	CXXC DNA block	NPC1 prom act
CN1CCN(C(=O)/C=C\c2ccc(Cl)cc2)CC1	4%	5%	-2%	-2%	54%	-8%[11.5 µM]	-12%	-2%	11%	0%	1%
CC(C)(C)c1ccc(/C=N/NC(=O)C2CCCC2)cc1	-9%	?	24%	?	5.6µM*	1%	19µM*	?	44%	12%	?
CCOC(=O)C1=NN(c2ccc(OC)cc2)C(c2ccccc2)CC1=O (stereo not given)	5%	-1%	3%	0%	3%	?	0%	-8%	-12%	-7%	0%
CCCCC1=CC2=CC(=O)C(C)(OC(=O)CC)C(=O)C2=CN1Cc1ccccc1 (stereo not given)	-2%	0%	1%	-5%	18%	?	-1%	3%	?	12%	0%
CCCn1c(N)c(C(c2ccc(C(=O)OC)cc2)N2CCN(c3ccccc3)CC2)c(=O)[nH]c1=O (stereo not given)	-11%	0%	-7%	-2%	0%	-5%	3%	-4%	43%	-12%	6%
COc1cc(OC)cc(C(=O)c2c(C)c(C#N)c3ccccn23)c1	?	5%	-5%	-6%	-45%	-2%	-1%	2%	27%	-1%	-22%
O=C(O)COc1ccc(/C=N/NC(=O)C(O)(c2ccccc2)c2ccccc2)cc1	4%	-2%	-1%	-2%	-7%	5%	-2%	1%	-22%	5%	-5%
COCCCNC(=O)CCn1c(=O)c2ccccc2n(CC(=O)Nc2ccccc2C)c1=O	6%	-1%	4%	-1%	1%	0%	0%	3%	7%	12%	1%
COc1ccc(NC(=O)CC2C(=O)OCC3CCCCN32)cc1Cl (stereo not given)	3%	0%	-6%	-5%	-17%	9%	3%	-9%	-9%	8%	-3%
N/C(=N\OC(=O)C1CCCCC1)c1ccc(Br)cc1	0%	?	4%	?	?	5%	9.5µM*	?	39%	-5%	19%
Cc1ccc(S(=O)(=O)Nc2cc(=O)[nH]c(SCC(=O)Nc3cccc(C)c3)n2)cc1	13%	-7%	-11%	-1%	-8%	-2%	19µM*	-1%	11%	-12%	0%
O=C(CCc1ccccc1)N1CCN(Cc2ccc(F)cc2Cl)CC1	7%	7%	6%	2%	10%	-6%	4%	nt	22%	-4%	0%
Cc1c(C#N)c(N)nc(Cl)c1C#N	-6%	-10%	-4%	-5%	-32%	5%	-4%	-12%	-14%	2%	-9%
CCOC(=O)c1[nH]c2ccc(OC)cc2c1NC(=O)CN1CCSCC1	2%	-7%	0%	7%	-25%	5%	5%	1%	-1%	-5%	0%
CC(=O)Oc1c(-c2ccc(Br)o2)oc2ccccc2c1=O	-7%	-10%	7.1µM*	-3%	-1%	?	1%	nt	7.1µM*	14%	-4%
COc1cc(C(=O)NCC(=O)NCCN2C(=O)S/C(=C\c3ccc4c(c3)OCO4)C2=O)cc(OC)c1OC	0%	-9%	nt	1%	31%	nt	-11%	-2%	nt	nt	9%
CCOC(=O)c1nn(-c2ccc(Cl)cc2)c(=O)c(C#N)c1C	2%	2%	-5%	0%	-6%	?	-2%	28%	4%[1.91 µM]	-2%	-6%
C#CCOc1c(Br)cc(/C=N/O)cc1OCC	-2%	-8%	-10%	-4%	1%	3%	-1%	-3%	5%	6%	-1%
CCCOc1ccc(CC(=O)NCCc2ccccc2)cc1OC	8%	0%	-1%	4%	-2%	-3%	-1%	nt	-17%[1.91 µM]	-1%	-5%
CCCCSc1nc(C)cc(SCC(=O)N/N=C/c2ccccc2)n1	4%	-15%	-11%	-2%	-41%	0%	-4%	-2%	-3%	-2%	-3%
COc1ccc(CCn2c(-c3ccc(OC)cc3)nc3c(c(=O)c4ccccc4n3C)c2=O)cc1	3%	0%	-9%	10%	-29%	-12%	1%	0%	2%	0%	3%
CC1(C)C(C=C(Cl)Cl)C1C(=O)N(Cc1ccccc1Cl)C1CCS(=O)(=O)C1 (stereo not given)	1%	-5%	-19%	-8%	-3%	-1%	3%	3%	?	7%	-4%
CCOC(=O)Nc1oc2ccccc2c(=O)c1CN1CCOCC1	3%	-2%	1%	19%	20%	10%	-1%	26%	30%	0%	-4%
CC1C2(C)OC(=N)C(C#N)(C(C)O2)C1(C#N)C#N (stereo not given)	2%	3%	12%	0%	?	19%	2%	-1%	-1%	?	3%
O=C(COC(=O)c1cc(S(=O)(=O)N2CCOCC2)ccc1F)c1ccc[nH]1	-6%	8%	3%	0%	-4%	-5%	3%	5%	2%	-3%	0%
CC(=O)N/C(=C\c1ccccc1)C(=O)NCC(=O)O	4%	0%	-2%	-4%	-30%	-4%	-2%	7%	1%	11%	-5%
COc1cc(C(=O)NN(CCC#N)C2=NS(=O)(=O)c3ccccc32)cc(OC)c1OC	-1%	3%	-3%	2%	23%	-14%	3%	-3%	11%	-10%	-2%
COP(C)(=O)c1c(C)nn(-c2ccccc2)c1C (stereo not given)	2%	1%	-2%	-14%	13%	-5%	5%	-8%	0%	-6%	0%
COc1ccc(-n2nnnc2SCC(=O)Nc2cc(OC)c([N+](=O)[O-])cc2C)cc1	0%	8%	10µM*	0%	-23%	12%	-3%	-2%	6.3µM*	-6%	-9%

High-throughput results deposited in PubChem BioAssay by National Center for Advancing Translational Sciences (NCATS).
